# Chronic BCR inh – blocks chronic active B-cell receptor signaling. ABC-DLBCL IkBa-CBG/CBR reporter, luminescence ratio, 4 h. Potency, µM (doses to about 46.1 µM), without a hit: top-dose ratio change, negative = lower green/red ratio, most hits filed as inhibitors. 340,000 tested, 0.05% active; active means well fitted inhibition curve with a large enough effect in the signal ratio, with a control signal flat, not every such curve was filed as active; inconclusive means small, poorly fitted or top-dose-only effect, or effect the other way, or a change in a side signal; the % refers to the signal ratio;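 further: potency means the concentration at half of the fitted maximal effect; plate controls were basal doxycycline-induced cells for no effect and cells given 10 µM MG132 for full effect; MG132 reads +100%, hits lower the ratio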
#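 Concentration-response series (up to 46 uM) were applied to TMD8 dual-reporter cells for 4 h at 37C with doxycycline. Green/red ratio, after filter-overlap correction, defined %Activity; red signal alone was normalised to basal cells and zero luminescence.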
# ELG1 DNA repair – blocks ELG1-dependent DNA repair in HEK293T cells | HEK293T ELG1-luciferase reporter, luminescence, 16 h; DNA damage induced by 5-fluorouridine | Potency, µM (series often up to 46.1 µM), inactives show top-dose activity change, negative = inhibition, usual class: inhibitors | 330,000 tested, 2.3% active; further: potency means the concentration at half of the fitted maximal effect; on the % scale 0 is the no-effect control and ±100 the full control effect; nearly all actives have a fitted effect of over 55% in size
#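 HEK293T cells expressing luciferase-tagged ELG1 (2,000/well) received 5-Fluorouridine plus compound or DMSO for 16 hr at 37 °C. Luciferase was read by ONE-Glo luminescence after 30 min at room temperature.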
# Mito fusion act – mitochondrial division inhibition or fusion activation. S. cerevisiae fusion-defective mutant growth rescue, CellTiterGlo 48 h. Potency, µM (series often up to 46.1 µM), inactives show at the highest dose growth rescue (activation), most hits filed as activators. 320,000 tested, 0.23% active. AID 485298;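 further: potency means the concentration at half of the fitted maximal effect; % of control where 0% means no effect; nearly all actives have a fitted effect of over 45% in size; temperature-sensitive fusion mutants such as fzo1-1 at 37 °C on non-fermentable ethanol glycerol medium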
#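 Yeast fusion mutant, YPEG (non-fermentable carbon), compound, 48 h at 37C non-permissive; CellTiterGlo added, 10 min RT, luminescence read. Rescued growth = division inhibition.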
# AT treatment – candidate therapy for ataxia-telangiectasia. […] A-T fibroblasts, KAP-1 phosphorylation AlphaLISA; neocarzinostatin DNA damage 30 min before lysis. Potency, µM (series often up to 57.5 µM), without a hit: at the top dose activation, hits mostly activators. 320,000 tested, 0.19% active. AID 485349; further: potency means the concentration at half of the fitted maximal effect; % of control where 0% means no effect; nearly all actives have a fitted effect of over 45% in size
#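 hTERT-immortalized A-T patient fibroblasts ([…]), 500 cells/well in OPTI-MEM, 1% FBS, got compounds for 60 min, then NCS for 30 min at 37C. Lysates were then assayed for phospho-KAP-1 by AlphaLISA (anti-pKAP1 donor, anti-KAP1 acceptor beads), 6 hr at 25C.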
# Eya2 phos inh – Eya2 (human) phosphatase inhibition | recombinant Eya2, OMFP fluorescence dephosphorylation (OMFP is methylfluorescein phosphate) | Potency, µM (doses to about 76.9 µM), for inactives: at the highest dose activity, negative = inhibition, hits mostly inhibitors | 330,000 tested, 0.006% active | AID 488837; further: potency means the concentration at half of the fitted maximal effect; on the % scale 0 is the no-effect control and ±100 the full control effect
# Target sequence (O00167 whole entry, looked up): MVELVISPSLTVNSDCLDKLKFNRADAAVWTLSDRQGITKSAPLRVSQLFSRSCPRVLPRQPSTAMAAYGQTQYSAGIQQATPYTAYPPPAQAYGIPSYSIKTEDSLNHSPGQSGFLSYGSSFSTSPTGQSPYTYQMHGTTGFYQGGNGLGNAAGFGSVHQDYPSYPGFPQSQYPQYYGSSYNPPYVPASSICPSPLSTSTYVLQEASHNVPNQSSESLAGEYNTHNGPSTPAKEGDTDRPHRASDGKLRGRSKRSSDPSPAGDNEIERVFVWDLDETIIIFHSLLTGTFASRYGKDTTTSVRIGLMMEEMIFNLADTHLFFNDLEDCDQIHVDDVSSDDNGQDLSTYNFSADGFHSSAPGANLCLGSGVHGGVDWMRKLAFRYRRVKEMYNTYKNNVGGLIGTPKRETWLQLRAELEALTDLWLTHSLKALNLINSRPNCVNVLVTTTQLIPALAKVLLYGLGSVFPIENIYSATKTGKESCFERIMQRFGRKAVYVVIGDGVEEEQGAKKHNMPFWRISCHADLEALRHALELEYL
#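 Eya2 (0.2 uM) preincubated 10 min at ambient with compound, then OMFP substrate added at 50 uM; 10 min reaction in 50 mM HEPES pH 7.5, 50 mM NaCl, 5 uM MgCl2, 0.05% BSA, 1 mM DTT. Fluorescence read at Ex 485/Em 525 nm.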
# ASM inhibitor – human S-ASM enzyme inhibition; placental ASM, HMU-PC fluorogenic substrate, 60 min; Potency, µM (doses to about 57.5 µM), for inactives: at the top dose activity change, negative = inhibition, hits mostly inhibitors; 340,000 tested, 0.006% active; further: potency means the concentration at half of the fitted maximal effect
# Target sequence (P17405 47-631 limits assumed): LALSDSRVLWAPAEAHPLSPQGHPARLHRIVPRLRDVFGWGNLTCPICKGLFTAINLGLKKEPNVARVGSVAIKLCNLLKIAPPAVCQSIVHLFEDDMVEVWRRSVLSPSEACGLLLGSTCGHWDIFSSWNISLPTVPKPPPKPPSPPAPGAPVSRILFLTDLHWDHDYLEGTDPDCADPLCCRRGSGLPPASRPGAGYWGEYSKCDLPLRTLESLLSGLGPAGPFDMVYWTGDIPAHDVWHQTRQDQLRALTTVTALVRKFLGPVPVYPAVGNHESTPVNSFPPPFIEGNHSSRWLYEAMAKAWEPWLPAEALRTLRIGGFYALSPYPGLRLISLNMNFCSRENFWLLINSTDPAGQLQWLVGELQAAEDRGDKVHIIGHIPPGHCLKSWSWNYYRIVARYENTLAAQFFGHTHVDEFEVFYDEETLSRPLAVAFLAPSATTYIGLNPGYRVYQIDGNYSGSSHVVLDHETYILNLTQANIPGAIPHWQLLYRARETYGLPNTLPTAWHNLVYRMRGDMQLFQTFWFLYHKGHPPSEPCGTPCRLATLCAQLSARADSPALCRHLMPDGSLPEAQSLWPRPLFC
#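 Fluorescence read-out (Ex 386 nm, Em 447 nm) after stopping the reaction at pH 10. Enzyme: ASM from human placenta; substrate HMU-PC0, 9 uM final; 60 min, 37 °C. Compound preincubation 10 min, ambient temperature.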
# TSG101-PTAP inh – blocks PTAP/TSG101 interaction to inhibit HIV-1 budding; Potency, µM (series often up to 115 µM), for the others: at the highest dose activity change, negative = inhibition, most hits filed as inhibitors; 340,000 tested, under 10 active; Fluorescence polarization, FITC-PTAP peptide / Tsg101 binding; Q99816; active means well fitted inhibition curve with a large enough effect in the main read-out, with a control signal flat, not every such curve was filed as active; inconclusive means small, poorly fitted or top-dose-only effect, or effect the other way, or a change in a side signal; inactive means no such curve, though single readings can be large or run the other way; further: potency means the concentration at half of the fitted maximal effect; % of control where 0% means no effect
#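 Tsg101 binding domain (10 uM final) was mixed with compound and a FITC-labeled PTAP peptide (50 nM final) in HEPES pH 7.5 buffer with NaCl, Tween 20, EDTA and TCEP; fluorescence polarization was read after 20 min at r.t.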
# TCR act – activates T cell receptor signaling; AID 504894; Potency, µM (top dose mostly 9.22 µM), for the others: at the highest dose activation of IL-2 secretion, usual class: activators; primary human leukocytes, anti-CD3, IL-2 HTRF, 48 h; 330,000 tested, under 10 active; further: % of control where 0% means no effect
#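 Compounds are tested in HTS on primary human leukocytes co-incubated with a-CD3 beads for 48 hr. IL-2 output is measured by time-resolved FRET.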
# Tb PFK block – inhibitors of T. brucei phosphofructokinase | O15648 | T. brucei PFK, ADP-Glo luminescence | Potency, µM (top dose mostly 57.5 µM), for the others: top-dose activity, negative = inhibition, hits mostly inhibitors | 330,000 tested, 0.17% active;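 further: potency means the concentration at half of the fitted maximal effect; 0% = uninhibited 1x PFK enzyme wells and -100% = no-enzyme wells; nearly all actives have a fitted effect of over 60% in size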
#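 PFK 1.25 nM, F6P 0.5 mM, ATP 0.1 mM, 0.1 M TEA pH 8.0, 5 mM MgCl2, 0.01% Tween20, 0.1% BSA; 45 min RT. ADP-Glo readout. qHTS titration up to 57 uM; curves fitted, compounds curve-classed.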
# a7 integrin act – integrin-mediated muscular dystrophy alleviation activation. alpha7betagal myoblasts, beta-gal FDG fluorescence, 48 h. Potency, µM (series often up to 38.3 µM), for inactives: top-dose activation, actives largely listed as activators. 350,000 tested, 0.064% active;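 further: potency means the concentration at half of the fitted maximal effect; 100% = response of the positive control SU9516; nearly all actives have a fitted effect of over 60% in size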
#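 Alpha7betagal+/- myoblasts (passage 13) were plated 16-24 hr, then exposed to compounds (1:260 dilution of DMSO stock) for 48 hours at 37C. After MPER lysis, β-galactosidase reporter activity was read as FDG fluorescence (ex 480/em 540) after 30 minutes.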
# TSHR antag – antagonists of human thyroid stimulating hormone receptor; P16473; TSHR-expressing cells, TSH-stimulated cAMP HTRF, 2 h; stronger effect = lower value; activity change, negative = inhibition, % at 11.5 µM; 330,000 tested, 0.2% active;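 active means activity change below a set negative limit, meaning inhibition stronger than a set level, cut at about -70% in these data; inconclusive means activity change between two set negative limits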; further: on the % scale 0 is the no-effect control and ±100 the full control effect
#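 Read-out is FRET at 665 nm (cryptate excitation 337 nm) from a cryptate-tagged anti-cAMP antibody, competed by cell cAMP against cAMP-d2. Compounds are tested on freshly harvested TSHR cells challenged with 4nM TSH (EC80) for 2 hours at 37 deg C.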
# Active calls of the source: *; u = inconclusive; x = not tested or not shown; [ ] = another dose, or the depositor's remark. Unless noted, the call rests on the fitted dose curve; in most records, active means well fitted curve in the direction sought with a large enough effect; inconclusive means small, poorly fitted or top-dose-only effect, or another doubt; inactive means no such curve, though single readings can be large; an effect the other way counts as inactive or inconclusive.
1: Cc1ccc2c(COC(=O)c3ccccc3OC(F)F)cc(=O)oc2c1
2: CN(Cc1nc2ccccc2c(=O)[nH]1)C(=O)C1CC(=O)N(c2cccc3ccccc23)C1 (centres undefined)
3: COc1ccc(S(=O)(=O)NC(Cc2ccccc2)C(=O)O)cc1 (centres undefined)
4: O=C(CNC(=O)c1ccccc1F)N/N=C/c1cc(Br)ccc1OCc1ccccc1
5: O=C(NC1CCCc2ccccc21)c1cccc(S(=O)(=O)N2CCN(c3ccccc3)CC2)c1 (centres undefined)
6: O=C(Nc1cc(C(=O)N2CCCC2)ccc1N1CCCC1)c1ccccc1
7: OC(COCc1ccccc1)CN1CCCC1 (centres undefined)
8: COCCN(C(=O)CNC(=O)c1ccco1)C(C(=O)NC1CCCC1)c1ccc(F)cc1 (centres undefined)
9: CC(C)(C)NC(=O)C(OC(=O)c1cccs1)c1ccccc1 (centres undefined)
10: CS(=O)(=O)Nc1ccc(C2=NN(C(=O)c3ccco3)C(c3cccc(F)c3)C2)cc1 (centres undefined)

assay / entry,1,2,3,4,5,6,7,8,9,10
Chronic BCR inh,-5%,2%,10%,13%,14%,-1%,0%,-7%,0%,u
ELG1 DNA repair,u,-8%,-8%,8.2µM*,-16%,-26%,11%,1%,-2%,u
Mito fusion act,6%,x,-3%,20%,3%,10%,2%,-6%,2%,-1%
AT treatment,9%,0%,-11%,8%,3%,14%,-2%,-2%,-3%,4%
Eya2 phos inh,-4%,0%,18%,-1%,7%,3%,-1%,7%,-12%,3%
ASM inhibitor,-3%,1%,-1%,-5%,-1%,-1%,1%,0%,-1%,-3%
TSG101-PTAP inh,-4%,-3%,-1%,-4%,-9%,2%,-1%,-1%,-1%,0%
TCR act,-2%,-2%,-2%,0%[46.1 µM],x,x,-2%,0%,4%,6%
Tb PFK block,-3%,2%,-3%,21%,3%,9%,5%,-11%,-5%,6%
a7 integrin act,-5%,2%,-36%,0%,-36%,7%,10%,5%,9%,-40%
TSHR antag,-11,2,2,14,8,2,3,3,-2,13

# Individual results from the entries so far:
# Chronic BCR inh, entry 3 reads 10%
# a7 integrin act, entry 6 reads 7%

# The results go on.
11: CSc1cccc(NC(=S)N(CCN(C)C)C(C)c2ccncc2)c1 (centres undefined)
12: Oc1c(C(c2cccs2)N2CCN(c3ccc(F)cc3)CC2)sc2ncnn12 (centres undefined)
13: O=C(NC1CC1)c1ccc(CS(=O)c2ccc(Br)cc2)o1 (centres undefined)
14: COc1ccc(N(C(C)C(=O)N2CCCC2)S(C)(=O)=O)cc1 (centres undefined)
15: O=C1NCCOC(=O)[C@H](Cc2ccc(F)cc2)C/C=C\C[C@@H]1CC(=O)N(CCO)Cc1ccccc1
16: Cc1c(C(=O)NN)nc2ccccn12
17: COc1ccc(OC)c(NC(=O)CCNS(=O)(=O)c2cccc3nsnc23)c1
18: COc1ccc(S(=O)(=O)NC2CC(C)(C)NC(C)(C)C2)cc1
19: CCOC(=O)N1CCN(S(=O)(=O)c2ccc(C(=O)N(CCN(C)C)c3nc4ccc(Cl)cc4s3)cc2)CC1
20: CC1Oc2ccccc2N(CC(=O)Nc2ccc(F)cc2)C1=O (centres undefined)

assay / entry,11,12,13,14,15,16,17,18,19,20
Chronic BCR inh,-1%,0%,-1%,4%,u,-8%,18%,4%,5%,-4%
ELG1 DNA repair,-8%,7%,u,-10%,u,u,3%,7%,u,-7%
Mito fusion act,-5%,0%,-2%,0%,x,-4%,4%,2%,-3%,2%
AT treatment,-23%,1%,4%,33%,-4%,10%,-3%,6%,3%,13%
Eya2 phos inh,4%,-13%,-3%,5%,8%,4%,-16%,-3%,5%,4%
ASM inhibitor,2%,-1%,3%,2%,5%,0%,0%,6%,0%,2%
TSG101-PTAP inh,-1%,-4%,-5%,-2%,x,-15%,-4%,-6%,-4%,-1%
TCR act,0%,-4%,-4%,6%,2%,6%[46.1 µM],1%,-1%,1%,-14%
Tb PFK block,3%,-3%,0%,-5%,5%,4%,0%,1%,0%,-1%
a7 integrin act,7%,-14%,19%,-4%,-23%,15%,-15%,21%,-69%[inhibitor],0%
TSHR antag,0,0,1,-12,-13,22,8,7,-3,-8

21: C=C(C)Cn1c(SCCCO)nc2c1c(=O)[nH]c(=O)n2C
22: Cc1cc(C)n(CC(=O)NNC(=O)CC(C)c2ccccc2)n1 (centres undefined)
23: CCCCNC(=O)NNC(=O)c1ccoc1C
24: CCOC(=O)C1CCN(C(=O)c2cccc(N3C(=O)NC4CC3(C)Oc3ccc(C)cc34)c2)CC1 (centres undefined)
25: O=C1N=C(N2CCOCC2)S/C1=C\c1ccc(OS(=O)(=O)c2ccccc2)cc1
26: COc1ccc(S(=O)(=O)NCc2cccnc2)cc1NC(=O)c1ccc(Cl)cc1
27: COc1ccccc1-c1noc(Cn2cc(S(=O)(=O)N3CCCC3)ccc2=O)n1
28: CC(=O)c1sc(-c2ccccn2)nc1C
29: CN1CCN(CC(=O)N/N=C/c2ccc(F)c(F)c2)CC1
30: O=Cc1c(Cl)nc2ccccn2c1=O

assay / entry,21,22,23,24,25,26,27,28,29,30
Chronic BCR inh,0%,4%,u,-8%,u,0%,-6%,2%,-1%,u
ELG1 DNA repair,9%,u,8%,-16%,u,u,u,u,9%,16%
Mito fusion act,3%,-1%,1%,-1%,14%,-5%,-1%,2%,-2%,-4%
AT treatment,-1%,2%,0%,-2%,5%[11.5 µM],-9%,-10%,-2%,-3%,7%
Eya2 phos inh,-3%,13%,3%,-7%,1%,15%,6%,-15%,0%,0%
ASM inhibitor,-3%,1%,-2%,-3%,-7%,2%,8%,x,4%,85%[activator]
TSG101-PTAP inh,-1%,-8%,-4%,-1%,-5%,-2%,-1%,x,2%,-4%
TCR act,-17%,4%,-1%,-5%,0%,2%,-52%,x,2%[46.1 µM],2%
Tb PFK block,-3%,-10%,15%[0.46 µM],-3%,0%,0%,-10%,3%,-3%,2%
a7 integrin act,21%,22%,17%,-31%,-29%,-11%,-27%,x,18%,-59%[inhibitor]
TSHR antag,0,1,21,-14,-4,3,4,6,-7,-6

31: CC(=O)c1ccc(S(=O)(=O)Nc2ccc(C(=O)NC3CC3)cc2)cc1
32: N#Cc1ccccc1OCC(=O)OCC(=O)NC1CC1
33: Cc1c(CCC(=O)O)c(=O)oc2c(C)c3occ(-c4ccc(Cl)cc4)c3cc12
34: COC(=O)c1cnn(C(=O)c2cc(OC)ccc2Br)c1N
35: COc1ccc(-c2c3c(=O)n(C)c(=O)n(C)c3cn2Cc2ccccn2)cc1

assay / entry,31,32,33,34,35
Chronic BCR inh,-3%,4%,8%,-4%,0%
ELG1 DNA repair,-1%,16%,u,-15%,16%
Mito fusion act,-2%,1%,20%,0%,0%
AT treatment,-3%,-5%,-4%,1%,3%
Eya2 phos inh,21%,-5%,-5%,5%,-3%
ASM inhibitor,5%,2%,64%[activator],1%,31%[activator]
TSG101-PTAP inh,-2%,-9%,3%,-3%,-6%
TCR act,3%,1%,3%,x,0%
Tb PFK block,0%,0%,-22%,0%,-4%
a7 integrin act,-2%,3%,u,-3%[7.66 µM],-8%
TSHR antag,5,-3,-9,3,-8

# One compound at a time, from the list above. Order of screens: Chronic BCR inh, ELG1 DNA repair, Mito fusion act, AT treatment, Eya2 phos inh, ASM inhibitor, TSG101-PTAP inh, TCR act, Tb PFK block, a7 integrin act, TSHR antag
# Cc1c(CCC(=O)O)c(=O)oc2c(C)c3occ(-c4ccc(Cl)cc4)c3cc12 as listed: 8%, u, 20%, -4%, -5%, 64%[activator], 3%, 3%, -22%, u, -9
# CC(=O)c1ccc(S(=O)(=O)Nc2ccc(C(=O)NC3CC3)cc2)cc1 as listed: -3%, -1%, -2%, -3%, 21%, 5%, -2%, 3%, 0%, -2%, 5
